# Screening data: PubChem, National Center for Advancing Translational Sciences (NCATS)
# IDH1 R132H inh – blocks human mutant IDH1 R132H enzyme; O75874; IDH1-R132H enzyme, NADPH consumption, diaphorase/resazurin fluorescence; Potency, µM (titrated, usually from 76.6 µM), for inactives: at the highest dose activity change, negative = inhibition, actives largely listed as inhibitors; 390,000 tested, 0.093% active; note: potency is the fitted concentration of half-maximal effect; % is set by controls: 0 for no effect and ±100 for the full control effect; nearly all actives have a fitted effect of over 65% in size
# Target sequence (O75874 whole entry R132H, stated change not applied): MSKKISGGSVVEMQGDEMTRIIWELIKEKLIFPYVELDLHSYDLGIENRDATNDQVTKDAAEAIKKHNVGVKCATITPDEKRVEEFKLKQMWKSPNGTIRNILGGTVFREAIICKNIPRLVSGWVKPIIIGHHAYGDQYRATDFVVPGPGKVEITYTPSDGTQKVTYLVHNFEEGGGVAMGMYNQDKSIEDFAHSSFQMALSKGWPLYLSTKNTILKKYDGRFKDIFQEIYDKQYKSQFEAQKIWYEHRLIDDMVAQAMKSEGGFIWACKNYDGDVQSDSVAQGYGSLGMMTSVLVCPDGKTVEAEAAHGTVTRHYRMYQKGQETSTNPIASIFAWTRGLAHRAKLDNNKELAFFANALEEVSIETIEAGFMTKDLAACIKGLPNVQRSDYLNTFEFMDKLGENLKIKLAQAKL
#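 IDH1-R132H (0.5 ug/mL) preincubated 30 min with compound, then NADPH (0.016 mM) and alpha-KG (2 mM) added; 80 min at RT, pH 7.5. Remaining NADPH coupled via diaphorase/resazurin to fluorescence (540/590 nm); concentration-response curves normalized to no-enzyme control.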
# USP1-UAF1 inh – USP1/UAF1 (human) deubiquitinase inhibition; O94782; Potency, µM (highest dose often 57.1 µM), without a hit: top-dose activity change, negative = inhibition, usual class: inhibitors; recombinant USP1/UAF1, Ub-Rhodamine cleavage fluorescence; 390,000 tested, 0.23% active; note: potency is the fitted concentration of half-maximal effect; % is set by controls: 0 for no effect and ±100 for the full control effect; nearly all actives have a fitted effect of over 60% in size; inactives centre near -12
#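 USP1/UAF1 complex at 1 nM was preincubated with compound for 15 min at room temperature, then Ub-Rho substrate (150nM final) was added. Fluorescence (480/540 nm) was read kinetically, 6 reads every 60 seconds.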
# TrxR1 substrate – substrates of rat thioredoxin reductase 1; O89049; purified TrxR1 substrate turnover, NADPH consumption readout; Potency, µM (series often up to 114 µM), without a hit: at the highest dose activity change, negative = substrate turnover; 390,000 tested, 0.01% active; note: potency is the fitted concentration of half-maximal effect; % is set by controls: 0 for no effect and ±100 for the full control effect; nearly all actives have a fitted effect of over 50% in size
#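 Rat TrxR1, dispensed at 90 nM, was prereduced with 400 uM NADPH (final) for 5 min at ~22 deg C, then incubated with compound 15 min before 400 uM selenite. A first-read NADPH fluorescence drop versus no-compound background flagged substrates.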
# TrxR1 inh – blocks rat thioredoxin reductase 1; O89049; recombinant rTrxR1, NADPH fluorescence consumption, selenite substrate; Potency, µM (series often up to 114 µM), inactives show at the highest dose activity change, negative = inhibition, hits mostly inhibitors; 390,000 tested, 1% active; AID 588453; note: potency is the fitted concentration of half-maximal effect; % is set by controls: 0 for no effect and ±100 for the full control effect; nearly all actives have a fitted effect of over 65% in size
#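 Rat TrxR1 (90 nM in the dispensed reagent) was pre-reduced with 400 uM NADPH for 5 min at room temperature, then incubated with compound for 15 min. After 400 uM selenite was added, NADPH fluorescence (Ex 340/Em 450 nm) was followed for 8 min.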
# Pin1 inhibitor – human Pin1 inhibition | Q13526 | Pin1 FP peptide displacement, HiFluor488, 10 min | Potency, µM (titrated, usually from 115 µM), for the others: top-dose activity, negative = inhibition, actives largely listed as inhibitors | 390,000 tested, 0.009% active | AID 504891; active = well fitted inhibition curve with a large enough effect in the polarisation, with a control signal flat, not every such curve was filed as active; inconclusive = small, poorly fitted or top-dose-only effect, or effect the other way, or a change in a side signal; inactive = no such curve, though single readings can be large or run the other way; the % refers to the polarisation; note: potency is the fitted concentration of half-maximal effect; % is set by controls: 0 for no effect and ±100 for the full control effect
# Target sequence (Q13526 whole entry, looked up): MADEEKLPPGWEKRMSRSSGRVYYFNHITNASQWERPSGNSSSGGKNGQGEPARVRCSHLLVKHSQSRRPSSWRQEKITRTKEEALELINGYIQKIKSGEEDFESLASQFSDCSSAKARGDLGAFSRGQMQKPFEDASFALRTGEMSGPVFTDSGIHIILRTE
# D2 ag – activates the human D2 dopamine receptor; HEK293 T-REx D2 cells, calcium flux agonist mode; 340,000 tested, 0.53% active; activation, % at 2 µM; P14416;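 active = activation over 3 SD above normal in the single-dose calcium agonist read, cut at about 30% in these data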; note: 0% is about no effect
# Target sequence (P14416 whole entry, looked up): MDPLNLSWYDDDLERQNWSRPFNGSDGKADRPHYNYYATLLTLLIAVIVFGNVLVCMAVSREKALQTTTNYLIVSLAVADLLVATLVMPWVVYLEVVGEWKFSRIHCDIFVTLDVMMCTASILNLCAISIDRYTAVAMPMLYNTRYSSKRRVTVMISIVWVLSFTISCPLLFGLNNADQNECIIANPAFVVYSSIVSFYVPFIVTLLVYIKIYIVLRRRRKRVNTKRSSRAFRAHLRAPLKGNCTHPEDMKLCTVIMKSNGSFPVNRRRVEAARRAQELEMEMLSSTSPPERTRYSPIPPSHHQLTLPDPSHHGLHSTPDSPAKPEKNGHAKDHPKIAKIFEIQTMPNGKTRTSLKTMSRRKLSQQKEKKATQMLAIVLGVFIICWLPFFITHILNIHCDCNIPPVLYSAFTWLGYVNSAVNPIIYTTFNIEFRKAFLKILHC
#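 HEK293 Trex D2 cells, tetracycline-induced, o/n 30 C 5% CO2; no-wash Ca dye, RT 30–90 min; 10-cycle baseline, 23 nl cpd added, kinetic Ca read 180 s; agonist hits = positive Ca response.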
# TRHR PAM – allosteric enhancers of human TRH receptor | enhancement, % at 2 µM | AID 493056 | 360,000 tested, 0.66% active | TRHR cells, fluo-8 calcium fluorescence, EC20 TRH enhancement; in the data active = enhancement above about 30%; note: 0% is about no effect
#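 Enhancer read-out: after compound pinning and an initial kinetic agonist-mode read, an EC20 of TRH (10 nM final) was injected and fluo-8 calcium signal (Ex 480/Em 530) followed at 1 s/cycle for 100 cycles in TRHR-expressing cells.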
# TRHR agonist – activates the human TRH receptor. activation, % at 2 µM. TRHR cells, calcium flux fluo-8, FDSS agonist mode. P34981. 360,000 tested, 0.18% active. AID 493084; in the data active = activation above about 30%; note: 0% is about no effect
#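 In this calcium-flux screen, cells bearing human TRHR are dye-loaded with fluo-8, baselined for 10 cycles, then exposed to library compounds; positive kinetic calcium responses during the agonist phase mark hits, with TRH as control.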
# D2 antag – antagonizes the human D2 dopamine receptor; P14416; 340,000 tested, 2% active; HEK293 TREx D2 cells, calcium flux, dopamine EC80; AID 485344; inhibition, % at 10 µM; in the data active = inhibition above about 30%; note: 0% is about no effect
#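 Overnight-induced (tetracycline, 30 C) HEK293 T-REx cells carrying force-coupled D2 receive a no-wash calcium dye, then compound, then EC80 dopamine at 180 s; signals are read kinetically throughout.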
# Active calls of the source: *; ? = inconclusive; nt = not tested or not shown; [ ] = remark or other dose. Unless noted, calls come from the whole dose curve; as a rule, active = well fitted inhibition curve with a large enough effect; inconclusive = small, poorly fitted or top-dose-only effect; inactive = no such curve, though single readings can be large or run the other way. This is a subset, so the mix of outcomes need not match the whole.
# The first three entries, to show the layout:
molecule	IDH1 R132H inh	USP1-UAF1 inh	TrxR1 substrate	TrxR1 inh	Pin1 inhibitor	D2 ag	TRHR PAM	TRHR agonist	D2 antag
CCN(c1ccccc1)S(=O)(=O)c1ccc(Cl)c(C(=O)NCCc2ccc(OC)cc2)c1	1%	-7%	-11%	-4%	0%	0.3	-21	1.1	-1
CC(C)CN(CC(C)C)C(=O)c1cccc(S(=O)(=O)N2CCc3ccccc32)c1	10%	-8%	6%[57.1 µM]	26%[57.1 µM]	-2%	-0.6	-7	-0.9	-30
COc1ccc(C)cc1Nc1n[n+](-c2ccccc2)c(-c2ccc(C(=O)O)cc2)s1	-6%	21%	-3%	-3%	?	-0.3	-4	-0.2	22

# The listing, previewed entries included:
molecule	IDH1 R132H inh	USP1-UAF1 inh	TrxR1 substrate	TrxR1 inh	Pin1 inhibitor	D2 ag	TRHR PAM	TRHR agonist	D2 antag
CCN(c1ccccc1)S(=O)(=O)c1ccc(Cl)c(C(=O)NCCc2ccc(OC)cc2)c1	1%	-7%	-11%	-4%	0%	0.3	-21	1.1	-1
CC(C)CN(CC(C)C)C(=O)c1cccc(S(=O)(=O)N2CCc3ccccc32)c1	10%	-8%	6%[57.1 µM]	26%[57.1 µM]	-2%	-0.6	-7	-0.9	-30
COc1ccc(C)cc1Nc1n[n+](-c2ccccc2)c(-c2ccc(C(=O)O)cc2)s1	-6%	21%	-3%	-3%	?	-0.3	-4	-0.2	22
CCCCn1c(N)c(N(CCC(C)C)C(=O)CN2C(=O)C3CCCCC3C2=O)c(=O)[nH]c1=O (configuration not stated)	2%	-17%	-6%	-5%	-2%	0.3	-1	0.3	6
CCOC(=O)c1ccc(Oc2nc(N(C)C)nc(N(C)C)n2)cc1	8%	-13%	0%	3%	3%	-0.2	-5	-0.1	-21
CCOC(=O)c1cccc(N2C(=O)Nc3ccccc3N2O)c1	4%	1%	-1%	9%	-6%	-0.1	5	-0.2	3
CCOC(=O)CSc1nc2sc3c(c2c(=O)n1-c1ccc(OC)cc1)CCN(C)C3	-12%	-14%	-6%	-9%	11%	0.3	-3	0.9	-4
O=C(NCCC1CCCCN1S(=O)(=O)c1ccc(F)cc1)C(=O)NCc1cccnc1 (configuration not stated)	8%	-3%	-6%	-9%	-8%	0.5	-13	-0.3	-5
COc1ccc(CNC(=O)C2(CC3CC(c4ccccc4)=NO3)CCN(C(=O)C3(C)CC3)CC2)cc1 (configuration not stated)	8%	16%	4%[57.1 µM]	6%[57.1 µM]	3%	nt	nt	nt	nt
COc1ccccc1NC(=O)C(C)OC(=O)C(C)SCC(=O)Nc1ccc(C)cc1 (configuration not stated)	3%	-14%	-12%	-5%	-1%	-0.5	-3	-1.8	10
O=C(CN1C(=O)COc2ccc(S(=O)(=O)N3CCOCC3)cc21)N1CCN(c2ccc(Cl)cc2)CC1	-4%	-31%	-1%	3%	-4%	1.3	2	-0.1	nt
Cc1ccc(-c2nnn(CC(=O)N(Cc3cccs3)C(C(=O)NCC3CCCO3)c3ccco3)n2)o1 (configuration not stated)	-9%	-9%	1%	16%	-1%	nt	-2	-0.7	nt
COc1ccc(Cn2c(C(F)(F)F)ccc(C(N)=O)c2=O)cc1	-3%	-15%	2%[57.1 µM]	-1%[57.1 µM]	1%	0.7	8	0.4	10
Cc1cc(C)cc(NC(=O)CN2CCC(C(=O)c3ccccc3)CC2)c1	4%	-21%	-2%	6%	-10%	-1.3	4	-0.7	-9
O=C(NCCCn1ccnc1)Nc1ccc(Cl)cc1Cl	-1%	-1%	-4%	10%	-1%	-0.5	0	-0.3	-1
Cc1noc(C)c1C(=O)Nc1nc(-c2ccccc2Cl)cs1	4%	-22%	-13%	-2%	1%	nt	9	0.2	nt
Cc1c(C(=O)OC(C)C)sc(NC(=O)c2cnccn2)c1C(=O)OC(C)C	6%	-19%	12%	19%	-9%	nt	nt	nt	nt
CC(C)(C)c1ccc(C(=O)NCCCNC(=O)c2ccccn2)cc1	-2%	-9%	-1%	13%	-4%	-0.5	-4	0.1	13
O=C(NC(=S)Nc1nc2c(s1)CCCC2)c1ccc(C(=O)c2ccccc2)cc1	0%	-9%	6%[0.457 µM]	-10%	-4%	-0.6	-3	0.1	-10
CC1(C)CC(=O)c2cnc(NC(=O)C3CCCC3)nc2C1	3%	-11%	7%	15%	-3%	1.1	5	-0.3	-21
O=C(N/N=C/c1ccccn1)C12CC3CC(CC(C3)C1)C2	3%	-9%	-7%	-2%	-4%	-0.9	6	0.2	3
CC(C)Oc1ccc(-c2nc3c(C#N)c[nH]n3c2NC2CCCCC2)cc1	-2%	?	4%	6%	-1%	-0.6	-3	-0.7	nt
O=C(NCc1cccnc1)C(=O)NCC(c1cccnc1)N1CCN(c2ccccc2)CC1 (configuration not stated)	1%	-11%	2%	1%	1%	0.3	12	-0.1	nt
c1ccc(-n2cnc3cc(NCc4ccncc4)ccc32)cc1	14%	-7%	9%	15%	0%	-1.9	1	0.1	-13
Cc1cc(S(=O)(=O)Nc2cccc(C(=O)O)c2)c(C)c(S(=O)(=O)c2ccc(Cl)cc2)c1	-7%	-23%	2%	13%	-4%	-1.1	7	0.2	-13
O=C(NCCC(=O)N1CCOCCOCCOCCOCC1)OCc1ccccc1	-5%	-17%	3%	12%	2%	0.1	-5	-1.3	17
C#CCOCCOCCOCCNc1nc(N2CCN(C(=O)[C@H](CCC(=O)O)n3cc(C(N)Cc4ccc(O)cc4)nn3)CC2)nc(N2CCN(C(=O)[C@H](CCC(=O)O)n3cc(C(N)[C@H](C)CC)nn3)CC2)n1 (some centres not stated)	-6%	-17%	3%	-7%	-9%	0.0	0	0.2	-13
NNC(=S)NCc1ccccc1	1%	-13%	0%	-2%	-1%	-0.8	-7	0.3	-6
CCN(CC)S(=O)(=O)c1cc(NC(=O)CCNC(=O)c2ccco2)ccc1C	-2%	-1%	0%	17%	-4%	-1.1	17	-0.7	-10
CCCc1nn2c(=O)cc(CSCC(=O)Nc3cccc(C)c3)nc2s1	-9%	-13%	1%	23%	-3%	0.1	1	-0.3	10
COc1cc(C(=O)N2CCN(CC(O)COc3ccccc3)CC2)cc(OC)c1OC (configuration not stated)	8%	-16%	8%[2.29 µM]	0%[57.1 µM]	1%	nt	nt	nt	nt
O=C(NCc1cccnc1)c1cc(Sc2cccc(Cl)c2)nc2ccccc12	1%	-7%	-20%	-4%	1%	-1.6	-21	0.0	10
COC1(OC)N=C(N)C2(C#N)C(c3ccc(F)cc3)C12C#N (configuration not stated)	7%	-15%	-5%	-11%	-3%	-0.3	-4	-0.2	-5
O=C(COC(=O)c1ccc(C(F)(F)F)cc1)Nc1cccc(S(=O)(=O)N2CCCCC2)c1	5%	-9%	-8%	27%	16%	0.2	13	1.9	7
Cc1cc([N+](=O)[O-])nn1CCCC(=O)Nc1cc(Cl)ccc1Cl	-4%	-22%	4%	22%	10%	-0.8	-4	-1.2	-1
NC(=O)C1CCN(CC(=O)NC(=O)NC2CCCC2)CC1	-1%	-18%	2%	6%	-2%	0.2	2	0.4	13
CCCn1c(N)c(C(=O)CSc2nnc(N)s2)c(=O)[nH]c1=O	-9%	6%	0%	16%	-5%	0.7	0	0.3	4
CCOC(=O)c1cc2c(ccn2C)n1CC(=O)N1CCC(C)CC1	8%	-8%	4%	10%	-5%	0.0	2	0.8	3
CCC(C)(C)NC(=O)C(c1ccc(OC)cc1)N(C(=O)CCC(=O)Nc1cc(C)on1)c1ccc(F)cc1 (configuration not stated)	18%	-14%	3%[57.1 µM]	13%[57.1 µM]	-3%	-0.9	18	-0.5	6
CCC(NS(=O)(=O)c1ccc2c(c1)Cc1cc(S(=O)(=O)NC(CC)C(=O)O)ccc1-2)C(=O)O (configuration not stated)	-5%	-24%	4%	16%	-4%	-0.7	1	-0.4	-2
N#CC1=C(S)N=C(N)C(c2nc(-c3ccccc3)cs2)C12CCCC2 (configuration not stated)	-17%	-23%	-5%	?	29%	-0.2	5	0.2	7
Cc1cccn2c(=O)c(C(=O)NCCc3ccc(S(N)(=O)=O)cc3)c(O)nc12	-13%	-1%	16%	25%	1%	nt	-1	0.0	nt
COc1ccc(OC)c(C(=O)COC(=O)CNC(=O)C2CCCCC2)c1	-3%	0%	2%	17%	-5%	-1.8	6	-0.9	18
Cc1n[nH]c(=S)n(NC(=O)CC(=O)Nn2c(=S)[nH]nc(C)c2=O)c1=O	0%	-10%	-17%[57.1 µM]	22%[57.1 µM]	-12%	nt	0	0.2	nt
CC(=O)c1ccc(NC(=O)C(NC(=O)c2ccccc2)=C(C)C)cc1	1%	2%	-21%	-24%	10%	-0.2	2	-0.2	13
COc1cc2[nH]c(C(=O)N3CCC(Cc4ccccc4)CC3)cc2c(OC)c1OC	-8%	-15%	-4%	13%	0%	0.0	7	-0.1	-6
C=CCNC(=O)NC(=O)COC(=O)CC(NC(N)=O)c1ccc(Cl)cc1 (configuration not stated)	9%	-12%	-1%	1%	6%	0.0	3	0.0	-1
Cc1ccc(Cl)cc1NC(=O)c1cnn2c(C(F)F)cc(-c3ccccc3)nc12	-9%	-7%	1%[57.1 µM]	6%[57.1 µM]	-5%	0.0	17	1.3	nt
CCOC(=O)C1CCN(C(=O)Nc2ccc(Cl)cc2Cl)CC1	1%	-15%	-4%	0%	-10%	-0.7	-6	-1.1	12
CC(Sc1nnc(COc2ccccc2)n1-c1ccccc1)C(=O)O (configuration not stated)	-6%	-9%	-8%	-3%	19%	-1.5	-9	0.4	1
CCC1CCc2sc(C(=O)N(C)CC(=O)Nc3ccc(OC)cc3)cc2C1 (configuration not stated)	3%	-21%	-1%	-5%	6%	-1.8	14	-0.6	-4
